# mABHD4 FP = inhibitors of mouse ABHD4. Q8VD66. purified mABHD4, FP-Rh probe fluorescence polarization. inhibition, % at 8.92 µM. 370,000 compounds, 0.54% hits;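 active = inhibition exceeding the mean over every tested compound plus 3 SD, cut at about 30% in these data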;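 also: 0% = plate median of compound wells and 100% = S159A mutant with DMSO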
#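 Assay system: mABHD4 protein; medium: HEPES pH 7.0, NaCl, Pluronic buffer; dosing: 8.92 µM, single dose; schedule: 45 min + 60 min at 25 °C; signal: FP readout, ex 525 nm / em 598 nm; read-out: normalized percent inhibition of probe labeling; repeats: single replicate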
# HTRA1 inhibitor = inhibitors of human serine peptidase HTRA1 | Q92743 | recombinant HTRA1, FP-rhodamine activity-based probe, fluorescence polarization | inhibition, % at 5.96 µM | 340,000 compounds, 0.5% hits | AID 504803; in the data active = inhibition above about 36%;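 also: 0% = enzyme with DMSO and 100% = wells lacking enzyme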
# UHRF1 MBD2 ctr = UHRF1 methyl-DNA binding inhibition | 370,000 compounds, 0.75% hits | inhibition, % at 4.4 µM | UHRF1 binding to methylated oligo, TR-FRET | Q96T88; in the data active = inhibition above about 21%;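 also: UHRF1 SRA domain binding a hemimethylated CpG hairpin DNA probe; 0% = median of test compound wells and 100% = reference inhibitor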
# GC-A act = GC-A (human) enzyme activation. P16066. AID 1671463. activation, % at 10 µM. HEK293 GC-A cells, cGMP TR-FRET, EC30 ANP; 0% at EC30 ANP, 100% saturating ANP. 370,000 compounds, 0.14% hits; in the data active = activation above about 40%
# GC-B act = GC-B (human) receptor activation | 370,000 compounds, 0.11% hits | activation, % at 10 µM | AID 1920062 | HEK293-GC-B cells, CNP EC30, cGMP TR-FRET; 0% at EC30 CNP, 100% saturating CNP | P20594;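 active = activation at 10 µM reaching about 35% in either raw or pattern-adjusted values, limit read from the data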
# Target sequence (P20594 whole entry, looked up): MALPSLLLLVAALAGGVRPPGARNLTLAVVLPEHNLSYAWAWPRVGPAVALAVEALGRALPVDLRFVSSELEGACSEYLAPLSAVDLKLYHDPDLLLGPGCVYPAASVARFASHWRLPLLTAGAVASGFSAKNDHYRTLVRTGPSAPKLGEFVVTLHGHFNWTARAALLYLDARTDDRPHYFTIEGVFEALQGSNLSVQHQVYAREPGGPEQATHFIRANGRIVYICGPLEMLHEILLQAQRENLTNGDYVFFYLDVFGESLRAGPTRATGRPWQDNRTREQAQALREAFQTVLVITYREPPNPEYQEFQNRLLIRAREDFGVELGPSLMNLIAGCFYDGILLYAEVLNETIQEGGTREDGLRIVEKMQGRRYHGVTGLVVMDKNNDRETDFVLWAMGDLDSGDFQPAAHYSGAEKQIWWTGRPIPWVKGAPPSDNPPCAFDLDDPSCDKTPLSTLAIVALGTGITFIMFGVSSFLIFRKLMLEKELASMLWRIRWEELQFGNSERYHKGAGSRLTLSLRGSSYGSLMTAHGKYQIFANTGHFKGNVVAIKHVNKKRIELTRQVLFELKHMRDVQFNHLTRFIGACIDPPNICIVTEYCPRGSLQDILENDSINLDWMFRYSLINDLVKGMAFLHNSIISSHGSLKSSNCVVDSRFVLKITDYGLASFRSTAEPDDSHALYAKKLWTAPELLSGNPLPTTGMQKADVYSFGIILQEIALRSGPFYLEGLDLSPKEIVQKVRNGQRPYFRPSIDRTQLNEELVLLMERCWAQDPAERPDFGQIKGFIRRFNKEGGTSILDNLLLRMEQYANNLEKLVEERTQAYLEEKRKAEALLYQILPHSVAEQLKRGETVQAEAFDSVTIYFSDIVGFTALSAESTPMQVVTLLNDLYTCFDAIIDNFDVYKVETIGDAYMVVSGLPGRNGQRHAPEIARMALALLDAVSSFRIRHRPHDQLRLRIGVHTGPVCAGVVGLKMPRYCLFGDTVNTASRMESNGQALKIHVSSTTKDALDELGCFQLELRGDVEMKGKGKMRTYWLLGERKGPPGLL
# PRMT1 inh = PRMT1 (human) inhibition, primary screen. Q99873. recombinant PRMT1, activity-based probe fluorescence polarization. inhibition, % at 2.79 µM. 370,000 compounds, 1.3% hits. AID 652257;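 active = inhibition above about 21% made by adding two undisclosed values, limit read from the data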
# TCR-CD3 inh = blocks the human TCR-CD3 interaction. TAMRA-labeled TCR probe fluorescence, biochemical. inhibition, % at 9.4 µM. 360,000 compounds, 0.37% hits. AID 651800; in the data active = inhibition above about 19%;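 also: recombinant mutant TCR 2C K166C tagged with TAMRA read by polarization; 0% = receptor in buffer alone and 100% = receptor with positive control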
# rCAG binder = binds r(CAG) RNA repeats; r(CAG) RNA repeat, TO-PRO-1 dye displacement fluorescence; inhibition, % at 3 µM; 370,000 compounds, 1.3% hits;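 active = inhibition above the plate cutoff, the mean of all test compounds on that plate plus 3 SD, cut at about 35% in these data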;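 also: 0% = DMSO alone and 100% = 100 µM mitoxantrone as full dye displacement; higher means more dye released from RNA so lower well fluorescence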
# SIAE primary = human SIAE inhibition, primary screen | inhibition, % at 9.66 µM | AID 1053197 | SIAE FP-Rh probe binding, fluorescence polarization | 370,000 compounds, 0.69% hits;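 active = inhibition above a cutoff: mean of compounds within the control limits plus 3 SD of those, cut at about 17% in these data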;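 also: 0% = plate median of compound wells and 100% = probe without SIAE protein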
# MBD2 DNA inh = blocks human MBD2 binding to methylated DNA; Q9UBB5; TR-FRET, MBD2 binding to methylated oligonucleotide; inhibition, % at 4.4 µM; 370,000 compounds, 0.31% hits; AID 686964; in the data active = inhibition above about 13%
# Active calls of the source: *; . = not tested or not shown. Only part of the results is shown (hit frequency here may not be typical).
Molecule	mABHD4 FP	HTRA1 inhibitor	UHRF1 MBD2 ctr	GC-A act	GC-B act	PRMT1 inh	TCR-CD3 inh	rCAG binder	SIAE primary	MBD2 DNA inh
COc1ccccc1N1CCN(C(=O)[C@@H]2CCCN2C2=NS(=O)(=O)c3ccccc32)CC1	7	8	1	2	-3	-9	-2	2	-2	-2
O=C(NCCC1CCCCN1S(=O)(=O)c1ccc(F)cc1)C(=O)NC1CC1 (centres undefined)	2	0	1	3	4	-2	0	-6	0	1
CC(C)(C)c1ccccc1NC(=O)Nc1nc(C(N)c2ccccc2)cs1 (centres undefined)	-4	.	-1	0	6	-2	-5	17	-5	2
O=C(CSc1nc2c(c(=O)[nH]1)CCC2)Nc1cccc(Cl)c1	2	-7	1	-5	-5	-1	4	7	4	2
CCOc1ccc2c(c1)nc(SCC(=O)c1cccs1)n2C	-11	0	1	-4	-5	6	-4	-2	1	-2
CCOc1ccc(-c2ccc(/C=C3/C(=N)N4C(C)=CSC4=NC3=O)o2)c([N+](=O)[O-])c1	16	3	-4	5	-3	0	-2	49*	11	0
COc1ccc(C(=O)NC2(C(F)(F)F)C(=O)Nc3c2c(=O)[nH]c(=O)n3CCc2ccc(OC)c(OC)c2)cc1 (centres undefined)	1	4	0	-2	10	-3	-3	-1	-2	5
CCOc1ccc(CNC(=O)CCc2cn(C)c3ccccc23)cc1OC	-1	5	59*	2	8	5	-2	-5	2	3

# Single values from above:
# `CC(C)(C)c1ccccc1NC(=O)Nc1nc(C(N)c2ccccc2)cs1` (centres undefined) in mABHD4 FP reads -4
# `COc1ccccc1N1CCN(C(=O)[C@@H]2CCCN2C2=NS(=O)(=O)c3ccccc32)CC1` in GC-A act reads 2

# (listing goes on)
Molecule	mABHD4 FP	HTRA1 inhibitor	UHRF1 MBD2 ctr	GC-A act	GC-B act	PRMT1 inh	TCR-CD3 inh	rCAG binder	SIAE primary	MBD2 DNA inh
CCN(CC)C(=O)COc1ccc(-c2ccccc2)cc1	-6	2	1	1	-3	0	3	-4	-4	-8
COc1cccc(NC(=O)CNCc2ccccc2)c1	6	-8	0	-4	1	0	2	3	13	2
Cc1cccc(N(Cc2cc3ccc(C)cc3[nH]c2=O)C(=O)c2ccco2)c1	3	-14	1	-2	-1	4	5	-8	-8	-1
COCCn1c(SCc2csc(-c3ccccc3)n2)nc2ccccc21	-9	-11	-1	-3	-15	1	4	-6	0	0
O=C(Nc1cccc(C(F)(F)F)c1)c1cccc(NS(=O)(=O)c2ccc(Br)c(C(=O)O)c2)c1	-1	-3	0	2	7	2	7	13	-17	0
CN(C)S(=O)(=O)c1ccc(N2CCCC2)c(C(=O)Nc2ccc(Br)cc2F)c1	-4	1	3	1	4	-4	-1	3	1	-88
c1coc(CCNc2ncnc3ccc(-c4ccc5c(c4)OCO5)cc23)c1	-23	.	-4	43*	50*	15	.	.	-15	-3
Cc1ccc(NC(=O)c2ccco2)cc1	-6	1	3	1	5	4	3	1	-3	1
COc1cc2cc(CN(CCO)S(=O)(=O)c3ccccc3)c(=O)[nH]c2cc1OC	3	1	5	2	2	0	-1	1	-1	2
Nc1cc(C(=O)OCC(=O)NC(c2ccccc2)c2ccccc2)ccc1Cl	-7	-2	-1	-5	3	-6	6	3	-16	0
CC(C)(C)C(=O)Nc1ccc(-c2cn3ccsc3n2)cc1	3	-1	-3	3	0	-2	0	-2	-2	-2
CCN(CC)S(=O)(=O)c1ccc(N2CCN(CCO)CC2)nc1	4	3	0	1	-1	-2	-3	0	2	5
O=C(N/N=C\C=C\c1ccco1)c1cc(-c2ccc3ccccc3c2)n[nH]1	-35	-36	-3	-4	-4	8	5	44*	-7	-2
CSc1cc(-c2ccccc2)n(C)c(=O)c1C#N	-12	-9	-4	-21	-12	-1	-2	6	-2	2
Cc1ccnc(NC(=O)C2CCCN(S(=O)(=O)c3ccc4[nH]c(=O)ccc4c3)C2)c1 (centres undefined)	4	0	3	5	-2	3	5	0	-1	3
CCOC(=O)CNC(=O)CCc1nnc2ccc(N3CCC(C)CC3)nn12	3	3	1	-3	2	-2	7	-7	2	-1
O=C(COC(=O)c1ccc(Cl)nc1)Nc1cc(S(=O)(=O)N2CCOCC2)ccc1Cl	0	4	10	-2	-4	-3	0	2	-3	3
CCC(C)(C(=O)NC1CCCCC1)N(Cc1cccs1)C(=O)Cc1cccs1 (centres undefined)	0	3	2	-48	-21	-1	-5	-9	-5	7
CCC(=O)NC(Nc1nc2ccc(C)cc2s1)(C(=O)OC)C(F)(F)F (centres undefined)	5	3	-2	2	-3	0	3	-4	1	0
FC(F)(F)c1ccccc1NC(=S)N1CCCC1	-3	9	3	2	3	-1	7	1	5	4
Cc1cccc2c1cnn2C(=O)CCC(=O)N1CC(C)CC(C)C1 (centres undefined)	0	-10	1	0	4	-5	2	-1	-12	-1
COCCCn1c(SCC(=O)N2CCCC(C)C2)nnc1-c1ccco1 (centres undefined)	-5	4	2	-1	2	9	-10	-6	3	7
CCOc1ccc2nc(N=NC3=C(O)CC(C)(C)CC3=O)sc2c1	2	7	-5	2	1	3	-1	2	3	-12
N#Cc1c(N)sc(=S)c2c1CCCC2	16	0	-4	2	-3	28*	10	3	0	-7

# 4 of the entries above in order of their number in UHRF1 MBD2 ctr, high to low.
compound	UHRF1 MBD2 ctr
O=C(COC(=O)c1ccc(Cl)nc1)Nc1cc(S(=O)(=O)N2CCOCC2)ccc1Cl	10
FC(F)(F)c1ccccc1NC(=S)N1CCCC1	3
CCC(C)(C(=O)NC1CCCCC1)N(Cc1cccs1)C(=O)Cc1cccs1 (centres undefined)	2
Cc1cccc2c1cnn2C(=O)CCC(=O)N1CC(C)CC(C)C1 (centres undefined)	1

# The listing continues.
Molecule	mABHD4 FP	HTRA1 inhibitor	UHRF1 MBD2 ctr	GC-A act	GC-B act	PRMT1 inh	TCR-CD3 inh	rCAG binder	SIAE primary	MBD2 DNA inh
COc1ccc(-n2nc3c(c2NC(=O)C(C)Oc2ccccc2)CS(=O)C3)cc1 (centres undefined)	5	4	-4	1	2	-1	10	-4	2	0
C=C(C)C1CC=C(C)/C(=N/NC(=O)COc2cccc(C)c2)C1 (centres undefined)	-3	-13	-1	0	1	1	4	0	3	-4
CNc1ccc(SC#N)cc1	3	17	0	1	2	18	-1	-2	-1	-1
CCCCNC(=O)c1nn2c(C(F)(F)F)cc(-c3ccc(OC)cc3)nc2c1Br	5	-4	-1	8	1	3	-3	0	-5	5
O=S(=O)(c1ccc2nc(-c3ccccc3)[nH]c2c1)N1CCN(c2ccc(Cl)cc2)CC1	-22	-14	-2	-37	-9	-1	38*	14	-40	3
O=C1C(Cc2ccc(Br)cc2)SC(=Nc2ccccc2)N1c1ccccc1 (centres undefined)	1	-10	4	-20	-13	1	-4	6	-1	-3
COC(=O)c1ccccc1NC(=O)C1CCN(C(=O)c2cc(OC)cc(OC)c2)CC1	-10	-4	5	-3	3	2	-1	-1	-1	8
CCCCC(=O)N1CC2(C)CN(C(=O)CCCC)CC(C)(C1)C2=O	-10	0	0	1	2	3	7	-1	-2	2
CCOC(=O)C1=C(CSc2nc3ccccc3s2)NC(=O)NC1c1ccc(OC)cc1 (centres undefined)	-13	-71	-1	-8	1	1	4	0	-4	-1
O=C(O)CCC(=O)NCc1ccc(F)cc1	0	1	-1	5	7	-2	2	5	0	-11
C=CCn1c(SCC(=O)O)nnc1-c1ccccc1	0	7	3	1	3	3	-7	1	-3	1
Nc1c(-c2ccsc2)cnc2ncnn12	7	1	1	-1	-8	2	1	0	-1	-2
C[C@@H]1CN([C@H](C)CO)C(=O)CCCn2nncc2CO[C@H]1CN(C)Cc1ccc(C(F)(F)F)cc1	3	4	0	4	2	2	5	0	9	-3
CC(CCc1ccccc1)NC(=O)CCC(=O)N1CCC(C(N)=O)CC1 (centres undefined)	1	2	0	2	3	-2	0	-3	3	-2
COc1ccc(C2/C(=C(/O)c3ccccc3)C(=O)C(=O)N2CCO)cc1 (centres undefined)	-1	3	-8	0	-1	2	6	-1	4	3
CCOc1ccccc1NC(=O)Cn1cnc2c(nnn2-c2cccc(OC)c2)c1=O	5	-2	-2	3	1	0	-5	4	-4	3
CCc1ccc(N2C(=O)c3ccc4c5c(ccc(c35)C2=O)CC4)cc1	9	4	-1	0	-2	-2	6	4	-8	-4
Cn1c(N)c(C(=O)CSc2ccc3c(c2)OCCO3)c(=O)n(C)c1=O	-2	5	-2	0	0	-1	4	-2	2	-2
O=C(NCCNC(=O)c1ccco1)c1ccc(F)cc1	2	0	4	-1	5	2	-12	0	2	-1
CC(O)CNc1nc2c(c(=O)n(Cc3ccc(Cl)c(Cl)c3)c(=O)n2C)n1C (centres undefined)	1	7	3	8	16	-7	3	-2	-3	2
CC(=O)c1ccc(O)c(CSc2nncn2C)c1	0	-4	-2	8	0	0	-7	2	13	0
Cc1cc(C)nc(NS(=O)(=O)c2ccc(NC(=S)NC(=O)c3cccnc3)cc2)n1	1	-4	2	-2	-2	-3	5	0	5	1
O=C(Nc1ccccc1)OCCNC(=O)c1ccccc1	3	3	0	2	10	-2	-1	-3	3	-3
CCCC(=O)N(Cc1cc2cccc(C)c2[nH]c1=O)c1ccccc1OC	-5	-10	3	-11	-7	0	-3	-7	-1	3
CC(=O)Nc1ccc(-c2csc(NC(=O)CC(NC(C)=O)c3ccccc3)n2)cc1 (centres undefined)	-10	-10	-2	-5	5	3	4	20	-4	-1
CCN(CC)c1ncnc2c1cnn2Cc1ccc(C)cc1	3	-5	2	27	38*	1	-5	-1	2	0
O=C(NN1C(=O)c2ccccc2NC1c1ccoc1)c1ccccc1 (centres undefined)	4	11	-2	2	3	3	-8	-1	0	-4
COc1ccc(C(=O)N/C(=C\c2ccc(Cl)cc2)C(=O)NCCN2CCOCC2)cc1	4	0	0	-2	-3	3	-1	0	-3	0
CS(=O)(=O)Nc1ccc(C(=O)NCCSCc2c(F)cccc2Cl)cc1	-1	-5	-1	4	-5	-1	6	-2	-4	-9
CCOC(=O)CN(C(=O)CSc1nnc(-c2ccncc2)n1CCCN(C)C)c1ccccc1	12	7	-2	3	5	-3	0	-5	-4	1
COc1cccc(N/C=C/C(=O)c2ccc(Cl)cc2)c1	-5	-27	-4	18	-1	0	1	3	-4	-2
Cn1nnc(C(O)CNCc2cccs2)n1 (centres undefined)	4	1	2	-1	9	-2	9	3	2	3

# Printed as active in UHRF1 MBD2 ctr, of those listed so far:
smiles | HTRA1 inhibitor | UHRF1 MBD2 ctr | GC-A act | GC-B act | PRMT1 inh | TCR-CD3 inh | SIAE primary | MBD2 DNA inh
CCOc1ccc(CNC(=O)CCc2cn(C)c3ccccc23)cc1OC | 5 | 59* | 2 | 8 | 5 | -2 | 2 | 3

# Further results.
Molecule	mABHD4 FP	HTRA1 inhibitor	UHRF1 MBD2 ctr	GC-A act	GC-B act	PRMT1 inh	TCR-CD3 inh	rCAG binder	SIAE primary	MBD2 DNA inh
CCn1c(CNC(=O)c2cccc(C)c2)nnc1SCC(=O)NC1CCCC1	0	5	0	0	-3	-4	3	-6	4	2
O=C(Cn1nc(-c2ccc(F)cc2)ccc1=O)Nc1ccc(C(=O)NC2CC2)cc1	4	-2	0	-1	-3	0	-2	1	3	5
CC1(C)CC(=O)C2=C(C1)N=C1SCCC(=O)N1C2c1cccc([N+](=O)[O-])c1 (centres undefined)	2	-6	5	-1	0	3	-3	3	-1	-1
Cc1ccc(C2=Nc3ccccc3N(C(=O)c3ccccc3)C(C)C2)cc1 (centres undefined)	-4	-15	1	-1	-4	-3	13	0	2	-2
CCN1C(=O)c2ccccc2S(=O)c2ccc(C(=O)N3CCOCC3)cc21 (centres undefined)	6	-1	0	2	2	7	-5	-3	2	7
